Screens from PubChem.
Ba/F3 V617F tox – loss of viability in JAK2V617F-driven Ba/F3 cells; inhibition, % at 5.6 µM; Ba/F3 EpoR-JAK2V617F viability, ATP luminescence; 220,000 tested, 1.1% active;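 active = inhibition above the campaign mean plus 3 SD over all tested compounds, cut at about 24% in these data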;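 also: cytokine-independent growth of Ba/F3 cells driven by EpoR plus mutant JAK2; 0% = DMSO-treated cells and 100% = JAK inhibitor I control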
S1P4 ag – agonists of human S1P4 receptor; O95977; S1P4-expressing cell line, agonist reporter assay; activation, % at 4.98 µM; 220,000 tested, 0.35% active; AID 1509; in the data active = activation above about 11%;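 also: 0% = DMSO vehicle and 100% = reference agonist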
BaF3 tox – parental Ba/F3 viability inhibition as JAK2V617F counter-screen. CellTiter-Glo ATP luminescence. inhibition, % at 5.6 µM. 220,000 tested, 1.1% active;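 active = inhibition above a per-campaign cutoff, the mean inhibition of all tested compounds plus 3 SD, cut at about 27% in these data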;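 also: 0% = DMSO wells and 100% = JAK Inhibitor I control wells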
p47phox inh – inhibitors of human p47phox binding. P14598. p47phox/p22phox peptide binding, fluorescence polarization, 2 h. inhibition, % at 24.7 µM. 220,000 tested, 0.53% active. AID 1274;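 active = inhibition above about 30%, limit read from the data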;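 also: 0% = p47phox with labelled peptide and 100% = labelled peptide alone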
Target sequence (P14598 whole entry, looked up): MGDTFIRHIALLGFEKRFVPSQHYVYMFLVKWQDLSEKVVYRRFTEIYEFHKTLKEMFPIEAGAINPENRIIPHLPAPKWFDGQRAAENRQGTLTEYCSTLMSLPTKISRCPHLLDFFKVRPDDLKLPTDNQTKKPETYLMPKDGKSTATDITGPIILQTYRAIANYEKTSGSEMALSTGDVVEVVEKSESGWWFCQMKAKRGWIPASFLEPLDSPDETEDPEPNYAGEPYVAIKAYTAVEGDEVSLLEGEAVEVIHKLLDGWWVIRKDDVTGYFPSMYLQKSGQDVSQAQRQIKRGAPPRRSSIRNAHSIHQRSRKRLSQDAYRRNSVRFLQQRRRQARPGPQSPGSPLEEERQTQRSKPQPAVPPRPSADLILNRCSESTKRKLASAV
NPY-Y1 PAM-ag – potentiators or agonists of human neuropeptide Y receptor Y1; P25929; NPY-Y1 expressing cells, potentiator/agonist activation; activation, % at 3.6 µM; 220,000 tested, 0.37% active; AID 1304; in the data active = activation above about 33%, passing the limit was not always enough;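 also: cells stimulated with NPY at EC10 then isoproterenol at EC100; 0% = low agonist plus stimulus and 100% = saturating agonist plus stimulus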
Target sequence (P25929 whole entry, looked up): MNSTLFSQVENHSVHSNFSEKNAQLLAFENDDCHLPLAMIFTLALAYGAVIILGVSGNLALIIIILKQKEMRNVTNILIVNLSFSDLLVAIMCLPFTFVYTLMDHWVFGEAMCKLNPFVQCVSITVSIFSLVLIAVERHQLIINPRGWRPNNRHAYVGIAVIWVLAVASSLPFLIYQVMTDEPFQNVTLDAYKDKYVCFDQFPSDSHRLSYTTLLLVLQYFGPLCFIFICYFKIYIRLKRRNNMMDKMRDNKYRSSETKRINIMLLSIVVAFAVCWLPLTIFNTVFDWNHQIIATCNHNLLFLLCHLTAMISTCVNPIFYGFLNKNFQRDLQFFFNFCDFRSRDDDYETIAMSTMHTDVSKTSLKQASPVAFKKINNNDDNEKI
S1P4 antag – blocks the human S1P4 receptor; S1P4-expressing cells, antagonist mode, reporter read-out; inhibition, % at 4.98 µM; 220,000 tested, 0.26% active; AID 1510; in the data active = inhibition above about 29%;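 also: 0% = wells stimulated with agonist and 100% = vehicle wells without agonist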
CHOP inhibitor – inhibitors of CHOP induction in ER stress response; CHO-K1 CHOP-promoter luciferase, tunicamycin-induced, 15-18 h; inhibition, % at 10 µM; 220,000 tested, 3.8% active; AID 2732;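 active = compounds that reduced the stress-induced luciferase reporter signal by more than about 70% of percent inhibition, limit read from the data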;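 also: 0% = tunicamycin plus vehicle and 100% = wells without tunicamycin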
NPY-Y1 antag – blocks the human neuropeptide Y Y1 receptor; P25929; inhibition, % at 3.6 µM; 200,000 tested, 1% active; HEK293-CNG Y1 cells, membrane potential fluorescence; NPY at EC95, then isoproterenol;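 active = inhibition above the campaign mean inhibition of all tested compounds plus 3 SD, cut at about 20% in these data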;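 also: 0% = DMSO wells given NPY plus isoproterenol and 100% = isoproterenol alone without NPY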
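Assay system: HEK293 Y1/CNG channel cell line; Doses: single compound dose of 3.6 µM, 0.4% DMSO; Timing: dye 3 h, compound 60 min room temperature, stimulation 45 min; Technique: Membrane-potential fluorescent dye readout; Measure: % inhibition of NPY effect.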
NPY2 pot ag – human NPY-Y2 potentiation or agonism, primary screen. 220,000 tested, 0.45% active. activation, % at 3.6 µM. P49146. cells expressing NPY-Y2, potentiator/agonist read-out; in the data active = activation above about 27%;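 also: cells stimulated with NPY near EC25 plus isoproterenol at EC100; 0% = vehicle plus submaximal agonist and 100% = vehicle plus saturating agonist; some results beyond the cut were filed as inactive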
An asterisk follows results filed as active; · = no result given.

SMILES	Ba/F3 V617F tox	S1P4 ag	BaF3 tox	p47phox inh	NPY-Y1 PAM-ag	S1P4 antag	CHOP inhibitor	NPY-Y1 antag	NPY2 pot ag
CCCCNc1cc(=O)n(C)c(=O)n1C	-3	-2.7	-1	-4	-26	-1	0	-7	10
COC(c1ccccc1)c1nnc(CCC(=O)NCc2cccc(-n3cccn3)c2)o1 (stereo not given)	0	2.8	5	-9	15	-17	13	2	9
Cn1nnc(NC(=O)c2ccc3ccccc3c2)n1	3	-0.9	3	0	-9	3	5	2	-10
CC1=CC(=C(C#N)c2nc3ccccc3s2)C=C(C)N1c1ccc(F)cc1	-4	1.9	3	-10	-25	-20	6	0	15
O=C(CNS(=O)(=O)c1ccc(Cl)cc1)N/N=C/c1ccco1	3	1.8	9	-14	-13	-4	-10	1	-2
Cc1nn(C(C)C(=O)N2CCN(c3ccccn3)CC2)c(=O)c2cc3occc3n12 (stereo not given)	-2	1.6	0	-6	-2	-10	7	-2	-11
Cc1ccsc1-c1n[nH]c(=S)n1CC(C)C	-2	-0.3	5	-97	0	-7	-16	8	3
O=C(CCCC(=O)NCc1ccc(F)cc1)NCc1ccc(F)cc1	-2	1.6	-1	-3	8	-4	31	7	1
O=C(N/N=C/c1cccc(NC(=O)c2ccc(Cl)cc2)c1)c1cccc(O)c1	-1	-0.1	-5	-18	2	2	-41	·	-3
COc1ccccc1CNC(=O)CCNC(=O)Cn1cnc2ccccc2c1=O	4	2.4	4	-2	4	-7	4	-3	-1
COc1ccc(NC(=O)CC2C(=O)N(Cc3cccs3)C(=S)N2C(C)C)cc1 (stereo not given)	0	1.2	6	-16	16	-1	4	-2	6
Cc1cc([N+](=O)[O-])nn1CCC(=O)Nc1nccs1	-4	1.4	5	0	4	-25	19	3	3
COc1ccc(C2=NN(C(=O)COc3ncnc4ccccc34)C(c3ccco3)C2)cc1 (stereo not given)	-2	2.4	1	-16	13	-19	23	-2	-8
O=C(O)CCSCC(=O)Nc1c(C(=O)C2CC2)oc2ccccc12	-1	-2.8	3	6	-23	-23	-2	1	-11
Cc1ccc(-c2nc3ccccn3c2C=O)cc1	-4	-0.6	4	-5	8	-1	14	-3	12
Cc1cc(/C=N/NC(=O)c2c(Br)cnn2C)c(C)n1-c1cccc(Br)c1	0	0.7	4	-7	-25	-7	34	2	14
CCC1CCCCN1C(=O)COc1ccc(F)cc1 (stereo not given)	2	1.4	3	8	-9	2	-6	3	-14
Cc1cc(NC(=O)C2C3C(=O)N(CCC(C)C)C(C(=O)NCc4ccccc4)C34C=CC2(C)O4)no1 (stereo not given)	-2	-0.8	4	10	10	0	2	-7	6
Cc1ccc2nc(SCC(=O)Nc3cccc([N+](=O)[O-])c3)[nH]c2c1	-1	-0.1	4	1	-41	-19	56	3	-11
Cc1cc(C)n2cc(CSc3ncccc3C(=O)O)nc2n1	1	-0.6	4	9	11	-4	18	-4	-10

5 of the compounds above, with bars between the fields.
mol | Ba/F3 V617F tox | S1P4 ag | BaF3 tox | p47phox inh | NPY-Y1 PAM-ag | S1P4 antag | CHOP inhibitor | NPY-Y1 antag | NPY2 pot ag
O=C(O)CCSCC(=O)Nc1c(C(=O)C2CC2)oc2ccccc12 | -1 | -2.8 | 3 | 6 | -23 | -23 | -2 | 1 | -11
Cc1ccc(-c2nc3ccccn3c2C=O)cc1 | -4 | -0.6 | 4 | -5 | 8 | -1 | 14 | -3 | 12
Cc1cc(/C=N/NC(=O)c2c(Br)cnn2C)c(C)n1-c1cccc(Br)c1 | 0 | 0.7 | 4 | -7 | -25 | -7 | 34 | 2 | 14
CCC1CCCCN1C(=O)COc1ccc(F)cc1 (stereo not given) | 2 | 1.4 | 3 | 8 | -9 | 2 | -6 | 3 | -14
Cc1cc(NC(=O)C2C3C(=O)N(CCC(C)C)C(C(=O)NCc4ccccc4)C34C=CC2(C)O4)no1 (stereo not given) | -2 | -0.8 | 4 | 10 | 10 | 0 | 2 | -7 | 6

The list goes on.
SMILES	Ba/F3 V617F tox	S1P4 ag	BaF3 tox	p47phox inh	NPY-Y1 PAM-ag	S1P4 antag	CHOP inhibitor	NPY-Y1 antag	NPY2 pot ag
O=C(c1ccc(Br)o1)N1CCN(c2ccc(F)cc2)CC1	1	0.4	6	-7	-15	6	21	-2	2
N/C(=N\OC(=O)c1ccc2c(c1)OCO2)c1cccnc1	1	0.9	10	-6	7	8	38	3	0
CC(C)(C)n1nc2c(c1NC(=O)Cc1cccs1)CSC2	0	3.0	6	-4	-8	-12	20	2	2
COc1cccc(-c2nnc(NC(=O)c3cccs3)s2)c1	-3	2.3	1	17	2	-13	-53	-3	7
COc1cc(C(=O)Nc2nc3ccccc3[nH]2)ccc1OC(F)F	3	-0.2	-4	-35	13	22	3	·	-6
COCCNC(=O)/C(C#N)=C/c1cccc(/C=C(\C#N)C(=O)NCCOC)c1	0	0.3	2	-7	5	-30	-37	6	9
CCN(CC)c1ccc(NC(=O)c2ccco2)cc1	-4	0.8	4	-9	0	-16	28	1	-10
OC(CNCC1CCCO1)Cn1c2ccccc2c2ccccc21 (stereo not given)	2	-0.3	5	3	-30	-1	49	7	-29
Cc1ccc2nc(-c3cccnc3)c(Nc3ccccc3C)n2c1	1	0.6	6	-6	46*	7	10	-6	41*
Nc1ccccc1N=Cc1ccc(-c2cccc(Cl)c2)o1	2	0.2	7	-16	-10	2	-4	8	-15

Complete entries, looked up by structure:
`CCCCNc1cc(=O)n(C)c(=O)n1C` as listed: Ba/F3 V617F tox: -3; S1P4 ag: -2.7; BaF3 tox: -1; p47phox inh: -4; NPY-Y1 PAM-ag: -26; S1P4 antag: -1; CHOP inhibitor: 0; NPY-Y1 antag: -7; NPY2 pot ag: 10
`COc1ccccc1CNC(=O)CCNC(=O)Cn1cnc2ccccc2c1=O` as listed: Ba/F3 V617F tox: 4; S1P4 ag: 2.4; BaF3 tox: 4; p47phox inh: -2; NPY-Y1 PAM-ag: 4; S1P4 antag: -7; CHOP inhibitor: 4; NPY-Y1 antag: -3; NPY2 pot ag: -1

Nothing new here: entries from further up.
SMILES	Ba/F3 V617F tox	S1P4 ag	BaF3 tox	p47phox inh	NPY-Y1 PAM-ag	S1P4 antag	CHOP inhibitor	NPY-Y1 antag	NPY2 pot ag
O=C(c1ccc(Br)o1)N1CCN(c2ccc(F)cc2)CC1	1	0.4	6	-7	-15	6	21	-2	2
N/C(=N\OC(=O)c1ccc2c(c1)OCO2)c1cccnc1	1	0.9	10	-6	7	8	38	3	0
CC(C)(C)n1nc2c(c1NC(=O)Cc1cccs1)CSC2	0	3.0	6	-4	-8	-12	20	2	2
COc1cccc(-c2nnc(NC(=O)c3cccs3)s2)c1	-3	2.3	1	17	2	-13	-53	-3	7
COc1cc(C(=O)Nc2nc3ccccc3[nH]2)ccc1OC(F)F	3	-0.2	-4	-35	13	22	3	·	-6

(list continues)
SMILES	Ba/F3 V617F tox	S1P4 ag	BaF3 tox	p47phox inh	NPY-Y1 PAM-ag	S1P4 antag	CHOP inhibitor	NPY-Y1 antag	NPY2 pot ag
S=C(NCc1ccco1)Nc1cc(Cl)c(Cl)cc1Cl	8	0.8	12	-12	-12	-13	40	6	-1
NS(=O)(=O)c1ccc(Nc2nc(-c3cccc([N+](=O)[O-])c3)cs2)cc1	6	1.6	15	-19	4	4	2	-2	5
Cc1cc(C)n2nc(SCC(=O)N(C)Cc3ccccc3)nc2n1	-3	0.3	0	-7	5	-11	-1	0	-2
Cc1nc([N+](=O)[O-])c(Br)n1CC(=O)c1ccc(F)cc1	37*	0.5	-8	-6	-14	1	-179	10	-11
COc1cc(CCNc2ccc3nnc(-c4ccccc4)n3n2)cc(OC)c1OC	4	0.4	5	1	-25	-12	25	2	-14
Cc1ccc2nc(Nc3nc(C)cc(C(F)(F)F)n3)nc(C)c2c1	-4	-4.3	1	6	13	-10	31	-4	-5
CCCc1c(C)[nH]c2ccc(NC(C)=O)cc2c1=O	-3	-0.7	2	-14	5	-2	-21	4	16
Cc1ccccc1NC(=O)C(=O)NCCCN1CCOCC1	-2	0.4	4	-11	7	7	-14	-1	-8
Cc1cc(NC(=O)COC(=O)C2CCN(C(=O)c3ccc(Cl)cc3)CC2)no1	-2	-0.2	2	0	7	-18	32	0	2
COc1ccc2nc(NC(=O)CSC3=NCCS3)sc2c1	-5	-2.6	-1	-26	22	7	23	-7	12
O=C(N/N=C/c1cc([N+](=O)[O-])ccc1O)C1CCCCC1	1	-3.0	9	4	-16	-10	45	5	-5
COCCN(C(=O)c1ccco1)C(C(=O)NC1CCCC1)c1cccs1 (stereo not given)	-3	-0.1	4	-33	8	1	13	-3	10
Cc1cccc(N2C(=O)CC(N3CCN(c4cccc(C(F)(F)F)c4)CC3)C2=O)c1 (stereo not given)	0	1.6	4	-7	7	0	63	-2	4
CN(C)c1ccc(C2N3CC4(C)CN2CC(C)(C3)C4O)cc1 (stereo not given)	-1	0.9	6	-17	5	-25	9	0	13
CCOC(=O)CSc1nc(C2CC2)cc(-c2ccc(Cl)cc2)c1C#N	2	-0.3	9	-7	5	-11	20	5	4
Cc1ccc(CN(c2ccc(C(=O)N3CCCC3)cc2)S(C)(=O)=O)cc1	3	0.5	3	7	4	-4	12	2	-1
CC(C)c1ccc(CNC(=O)CSCC(=O)Nc2ccc3ccccc3c2)cc1	-6	0.6	-1	-20	-6	-22	86*	-2	11
CCN(CC(O)Cn1c2ccccc2c2ccccc21)S(=O)(=O)c1ccc(C)cc1 (stereo not given)	-1	-1.5	1	-8	-18	-11	99*	1	-9
COc1ccc(N2CCN(CCNC(=O)CCCn3c(=O)[nH]c4cc(Cl)ccc4c3=O)CC2)cc1	3	1.9	1	-2	-3	-23	25	4	4
Cc1csc(NC(=O)c2cc3c(s2)CCC3)n1	-4	1.4	6	-12	-3	-8	23	6	-3
COCCCN(C(=S)NC(=O)c1ccc(Br)cc1)c1c(N)n(Cc2ccccc2)c(=O)[nH]c1=O	0	2.6	5	-6	6	-6	6	-1	3
Cc1nc2ccccc2n1C(=O)c1ccc(Cl)cc1[N+](=O)[O-]	-1	1.0	11	2	-16	-4	23	-2	11
COc1ccc(-c2cc(=O)c3c(O)c(OC)c(O)cc3o2)cc1	4	0.4	-5	-10	-23	-8	2	-2	-11
COC(=O)c1cc(C(=O)OC)cc(N2C(=O)CC(NNC(=O)c3ccccc3Br)C2=O)c1 (stereo not given)	-4	1.0	-2	-18	9	-24	-7	-4	-9
COC(=O)Cc1cc(=O)[nH]c(/N=C(\N)Nc2ccccc2)n1	-4	-1.8	1	-7	0	-2	10	3	1
CCOc1ccc2nc(N3CCCC(C(=O)NCCCN4CCOCC4)C3)sc2c1 (stereo not given)	3	0.5	8	4	19	-10	-23	6	17
COCCN(CC(=O)NC1CCCCC1)C(=O)c1csnn1	-1	0.3	5	0	-2	-4	-11	1	-11
Cc1snc(SCC(=O)N/N=C(\N)COc2ccc(F)cc2)c1C#N	1	-0.3	8	-15	1	-12	-5	2	2
COc1ccc(S(=O)(=O)NN(C)c2nc(C(F)(F)F)nc3ccccc23)cc1	-2	1.3	3	-5	11	0	36	-1	3
COc1ccc(OCC(=O)Nc2ccccc2C(=O)NC(C)C)cc1	0	1.6	7	-9	-5	-8	8	2	-3
